Compound activity as filed in PubChem.
All columns: NCI-60 one-dose screen, growth in % after 48 h at 10 µM unless noted; 100 = growth as untreated, 0 = no growth, -100 = all killed.
MCF7: MCF7 breast cancer; 6.3% of 82,000 active
MDA-MB-435: MDA-MB-435 melanoma; 7.8% of 82,000 active; AID 1794794
MDA-MB-468: MDA-MB-468 breast cancer. 8.5% of 78,000 active. AID 2202374
SR: SR leukemia cells; 8.7% of 73,000 active; AID 1794780
MDA-MB-231: MDA-MB-231 breast cancer | 5% of 81,000 active
MOLT-4: MOLT-4 leukemia cells | AID 1794779 | 6.9% of 80,000 active
RPMI-8226: RPMI-8226 leukemia cells; 7.5% of 77,000 active
K-562: K-562 leukemia | 7.4% of 78,000 active
Active calls of the source: *; · = no result given; [ ] = another dose, or the depositor's remark. The calls were made as follows: active = growth percent below 10; inactive = the rest.

SMILES	MCF7	MDA-MB-435	MDA-MB-468	SR	MDA-MB-231	MOLT-4	RPMI-8226	K-562
CCC1(CC)C(=O)NC(=Nc2ccccc2)N(c2ccccc2)C1=O	92	117	126	·	101	106	117	122
COc1cc(/C=C(\OC(C)=O)c2ccc3c(c2)OCO3)cc(OC)c1OC	93	102	100	·	99	94	97	88
COc1cccc(OC)c1Oc1c(/C=N/N=c2\sc3ccccc3n2C)c(C)nn1-c1ccccc1	86	100	75	64	53	74	69	58
Clc1nc2ccccc2nc1-c1nnc(C2CCCCC2)o1	37	99	7.7*	·	105	109	95	81
C=CC(=O)Nc1cccc(-c2nc(SC)n(C)c(=O)c2C#N)c1	73	93	76	·	99	81	92	91
O=S(=O)(O)c1cccnc1	100	102	124	100	103	80	66	105
COC(=O)c1cc(-c2cc3ccccc3o2)c(C#N)c(N)n1	70	92	·	66	93	96	97	96
COc1cc2nc(SCc3cc(OC)c(OC)c(OC)c3)n(-c3ccccc3)c(=O)c2cc1OC	87	68	89	77	80	94	89	84
Fc1ccccc1/C=C(/C1=NCCN1)n1cnc2ccccc21	86	96	98	92	93	106	97	94
COc1ccc(C2C3=C(COC3=O)N(CCO)c3cc(OC)c(OC)cc32)cc1 (stereo not given)	103	112	110	93	112	88	96	83

Compounds above containing an aryl methoxy group:
SMILES	MCF7	MDA-MB-435	MDA-MB-468	SR	MDA-MB-231	MOLT-4	RPMI-8226	K-562
COc1cc(/C=C(\OC(C)=O)c2ccc3c(c2)OCO3)cc(OC)c1OC	93	102	100	·	99	94	97	88
COc1cccc(OC)c1Oc1c(/C=N/N=c2\sc3ccccc3n2C)c(C)nn1-c1ccccc1	86	100	75	64	53	74	69	58
COc1cc2nc(SCc3cc(OC)c(OC)c(OC)c3)n(-c3ccccc3)c(=O)c2cc1OC	87	68	89	77	80	94	89	84
COc1ccc(C2C3=C(COC3=O)N(CCO)c3cc(OC)c(OC)cc32)cc1 (stereo not given)	103	112	110	93	112	88	96	83

New compounds follow.
SMILES	MCF7	MDA-MB-435	MDA-MB-468	SR	MDA-MB-231	MOLT-4	RPMI-8226	K-562
NCC(=O)OCc1ccccc1	97	106	104	96	109	·	103	98
COc1ccc([C@@H]2c3[nH]c4ccccc4c3CC3C(=O)N(C4CCN(Cc5c(F)cccc5F)CC4)CC(=O)N32)c(OC)c1 (stereo not given in full)	42[5.26 µM]	60[5.26 µM]	41[5.26 µM]	79[5.26 µM]	62[5.26 µM]	49[5.26 µM]	41[5.26 µM]	62[5.26 µM]
O=C(Nc1ccc(F)cc1)Nc1ccc(NC(=O)c2cc(Cl)nc3ccccc23)cc1	69	74	39	74	46	64	26	59
CCCCCCCCNC(C)(C)COC(=O)c1ccc(N)cc1	99	102	104	94	101	86	95	89
Cc1ccc(S(=O)(=O)N2CCC(C(=O)Nc3ccc(F)cc3F)CC2)cc1	93	95	·	·	87	79	87	92
NC(=O)/C=C/c1ccccc1	103	121	102	·	102	·	109	·
C/C(=N/NC(=S)NC1CCCCC1)c1sc(Nc2ccc(O)cc2)nc1C	75	75	52	66	63	46	65	88
CCOC(=O)C1=C(N)Oc2c(sc3c(C)cccc23)C1c1ccc(Cl)cc1 (stereo not given)	8.7*	·	-2.2*	18	50	33	·	9.6*
COc1ccc(C(=O)C2C(c3ccc(Br)cc3)C3CCCN3C23C(=O)c2ccccc2C3=O)cc1 (stereo not given)	82	110	106	100	94	98	85	94
CCN1C(=O)N(CC)C2C1NN=c1s/c(=C\c3ccc(C(F)(F)F)cc3)c(=O)n12 (stereo not given)	16	-26*	9.9*	12	9.0*	11	9.9*	7.4*

Copied from the list:
In RPMI-8226, COc1ccc(C2C3=C(COC3=O)N(CCO)c3cc(OC)c(OC)cc32)cc1 (stereo not given) has 96
In MOLT-4, CCCCCCCCNC(C)(C)COC(=O)c1ccc(N)cc1 has 86
In MDA-MB-435, CCN1C(=O)N(CC)C2C1NN=c1s/c(=C\c3ccc(C(F)(F)F)cc3)c(=O)n12 (stereo not given) has -26*
In MOLT-4, O=S(=O)(O)c1cccnc1 has 80

Other structures:
SMILES	MCF7	MDA-MB-435	MDA-MB-468	SR	MDA-MB-231	MOLT-4	RPMI-8226	K-562
O=C1CCC(Nc2ccc(Cl)cc2Cl)N1c1cccs1 (stereo not given)	97	106	96	120	98	93	104	100
COc1ccccc1NC(=O)N(O)C1(C#N)CCCCC1	119	120	99	107	95	108	102	103
CCCCCCNC(=O)Oc1ccc(/C(=C(/CC)Cc2ccccc2)c2ccc(OCCN(CC)CC)cc2)cc1	10	61	64	-27*	68	35	27	-12*
O=C(CN1C(=O)c2ccccc2C1=O)NC(Cc1ccccc1)C(=O)O (stereo not given)	99	107	119	99	99	87	96	100
CC(=O)Nc1ccc2c(c1)C(=O)c1cc(F)ccc1-2	74	99	119	91	85	100	101	112
CCOC(=O)c1cc(Cl)cc(C(=O)OCC)n1	96	106	107	·	108	101	100	112
Nn1c(N/N=C/c2ccc3[nH]ncc3c2)n[nH]c1=S	101	107	91	105	98	114	103	121
Cc1cc(=O)n2n1-c1ccc3ccccc3c1NC(=O)C2	99	100	100	100	105	109	106	105
Cc1cc2c(-c3nc4ccccc4n3C)c(O)c(O)cc2c(O)c1-c1c(C)cc2c(-c3nc4ccccc4n3C)c(O)c(O)cc2c1O	20	34	36	56	57	27	24	37
COc1cc(-c2nc3cc(Cl)c(Cl)cc3[nH]2)ccc1OCC(=O)N=Nc1c(O)[nH]c2ccc([N+](=O)[O-])cc12	74	82	4.6*	24	72	74	101	46

Another view of part of the listing above.
| canonical_smiles | MCF7 | MDA-MB-435 | MDA-MB-468 | SR | MDA-MB-231 | MOLT-4 | RPMI-8226 | K-562 |
| --- | --- | --- | --- | --- | --- | --- | --- | --- |
| CCCCCCNC(=O)Oc1ccc(/C(=C(/CC)Cc2ccccc2)c2ccc(OCCN(CC)CC)cc2)cc1 | 10 | 61 | 64 | -27* | 68 | 35 | 27 | -12* |
| O=C(CN1C(=O)c2ccccc2C1=O)NC(Cc1ccccc1)C(=O)O (stereo not given) | 99 | 107 | 119 | 99 | 99 | 87 | 96 | 100 |
| CC(=O)Nc1ccc2c(c1)C(=O)c1cc(F)ccc1-2 | 74 | 99 | 119 | 91 | 85 | 100 | 101 | 112 |
| CCOC(=O)c1cc(Cl)cc(C(=O)OCC)n1 | 96 | 106 | 107 | · | 108 | 101 | 100 | 112 |
| Nn1c(N/N=C/c2ccc3[nH]ncc3c2)n[nH]c1=S | 101 | 107 | 91 | 105 | 98 | 114 | 103 | 121 |
| Cc1cc(=O)n2n1-c1ccc3ccccc3c1NC(=O)C2 | 99 | 100 | 100 | 100 | 105 | 109 | 106 | 105 |
| Cc1cc2c(-c3nc4ccccc4n3C)c(O)c(O)cc2c(O)c1-c1c(C)cc2c(-c3nc4ccccc4n3C)c(O)c(O)cc2c1O | 20 | 34 | 36 | 56 | 57 | 27 | 24 | 37 |

The results go on.
SMILES	MCF7	MDA-MB-435	MDA-MB-468	SR	MDA-MB-231	MOLT-4	RPMI-8226	K-562
O=[N+]([O-])c1ccc(OCCOc2ccc([N+](=O)[O-])cc2)cc1	90	110	94	116	95	108	·	106
Cc1ccc(N=C(C(c2ccccc2)c2ccccc2)N2CCCCC2)cc1	73	69	44	68	53	62	55	55
CCN(CC)CCOc1ccc(CNC(C)CCC2=C(C)CCCC2(C)C)cc1 (stereo not given)	94	115	100	104	110	100	123	119
CCCCC(CC)CNCCOC(=O)c1ccc([N+](=O)[O-])cc1 (stereo not given)	98	104	95	94	104	103	111	84
COC(=O)C1=Nc2cc(OC)cc(OC)c2/C1=C/c1sc(=S)[nH]c1O	91	107	107	97	84	94	86	106
CN1C(=O)N(C)C2C1NN=c1s/c(=C\c3ccc(F)cc3)c(=O)n12 (stereo not given)	4.3*	-19*	-11*	27	29	23	66	11
O=C1/C(=C/c2ccccc2[N+](=O)[O-])Oc2ccc(O)cc21	6.9*	·	20	2.8*	30	6.4*	·	4.2*
CCOC(=O)/C(=C/c1ccc(N(C)C)cc1)C(=O)c1ccccc1	88	86	104	·	99	101	75	82
COc1ccc(CSCC(NC(=O)OC(C)(C)C)C(=O)O)cc1 (stereo not given)	94	93	104	105	108	97	102	102
CCOC(=O)c1c(NC(=O)C2CCCCC2C(=O)O)sc2c1CCCC2 (stereo not given)	98	97	103	111	105	105	105	102
C(=C\c1cc2ccccc2o1)/c1cc(/C=C/c2cc3ccccc3o2)n(-c2ccccc2)n1	82	104	106	95	110	92	76	79
Cc1cn(-c2cc(C(=O)Nc3cccc(-n4ccc5c(NC(=O)c6ccccc6)nccc54)c3)cc(C(F)(F)F)c2)cn1	7.2*	-15*	-10.0*	-25*	4.0*	12	-52*	4.7*
Nc1nn2c(-c3cc4ccccc4oc3=O)ccnc2c1N=Nc1ccc(S(N)(=O)=O)cc1	52	111	75	69	77	89	84	98
CS(=O)(=O)c1ccc(CC(=O)Nc2cc(NCc3ccc[n+]([O-])c3)c([N+](=O)[O-])cc2Cl)cc1	89	100	87	99	101	106	108	98
Cn1cc(-c2nnc(N)nc2-c2cn(C)c3ccc(F)cc23)c2ccccc21	78	81	86	98	96	81	96	79
O=c1[nH]c(NCCS(=O)(=O)O)nc2sc3c(c12)CCCC3	94	97	95	93	90	81	95	·
Oc1ccc2ncccc2c1	90	107	99	102	89	88	83	95
Cc1nn(-c2ccccc2)c2nc(Cl)c(/C=C/C(=O)c3ccccc3)c(-c3ccc(Cl)cc3)c12	99	99	116	·	95	91	·	113
O=c1c2ccccc2nc(COc2ccccc2)n1NS(=O)(=O)c1ccccc1	86	104	100	108	86	95	99	92
S=c1c2ccccc2c(=S)n(-c2ccccc2)n1-c1ccccc1	80[100 µM]	99[100 µM]	91[100 µM]	81[100 µM]	97[100 µM]	99[100 µM]	95[100 µM]	83[100 µM]
CCCC1=C(C(=O)OCC)C(c2ccc(OC)cc2)NC(=O)N1 (stereo not given)	108	96	·	80	99	99	73	89
O=[N+]([O-])c1cc(F)cc(F)c1	101	107	95	105	98	113	102	102
Cc1cc(C)c(/C=C2\C(=O)Nc3ccc(NC(=O)CCCCCCC(=O)NO)cc32)[nH]1	12	2.2*	13	22	12	13	41	23
COc1ccc(CNCCN2C(=O)c3ccc4c5c(ccc(c35)C2=O)C(=O)N(CCNCc2ccc(OC)c(OC)c2OC)C4=O)c(OC)c1OC	-67*	-48*	-87*	-23*	-8.3*	-35*	-25*	-11*
C[C@@H]1N=C(c2ccc3ccccc3c2)Nc2nc3ccccn3c2C1=O	25	-25*	51	30	52	34	44	28
CCCCCCCCCCCCNC(=S)NCCCCCCCCCCCC	93	104	99	97	107	105	97	104
O=C(CNC(=O)c1ccccc1)OC(C(=O)O)c1ccc(F)cc1 (stereo not given)	100	108	101	89	106	90	102	95
Clc1ccc(C2=Nn3c(Cc4ccccc4)nnc3SC2)cc1	78	104	100	87	91	101	92	96
CC(=O)OC[C@@]1(C)C2CC[C@]3(C)C(CC=C4C5CC(C)(C)CC[C@]5(C(=O)Nc5ccc(Br)cc5)CC[C@]43C)[C@@]2(C)C[C@@H](OC(C)=O)[C@@H]1OC(C)=O (stereo not given in full)	28	48	4.7*	32	62	38	15	19
Cc1cc(O)cc(C)c1O	111	115	96	93	97	77	107	93
CC1=C(C)C(=O)C(NCCN2CCOCC2)=C(Br)C1=O	10	-88*	-96*	56	-6.3*	0.3*	59	1.0*
COc1ccccc1OCC(=O)Nc1nc2ccccc2[nH]1	90	98	92	72	109	77	99	89
O=C(NCCO)c1ccncc1	99	105	104	91	123	101	102	99
C/C=C(/C)N(C(C)=O)N(C(C)=O)c1ccc([N+](=O)[O-])cc1[N+](=O)[O-]	92	114	105	108	107	121	97	120
COc1ccc(C(=O)CSc2nc(-c3cc(OC)ccc3OC)cc(-c3ccc(Cl)cc3)c2C#N)cc1	46	26	26	65	33	94	79	78
Cc1ccc(CNc2ccc(Cl)cc2NCc2ccc(C)c(O)c2)cc1O	9.2*	31	33	-33*	-52*	-10*	16	12
O=C(Nc1ccc2ccccc2c1)c1cc2ccccc2cc1O	66	103	123	82	104	82	50	71
COC(=O)c1cc(-c2ccccc2)[nH]c1N/N=C/c1c(Cl)cccc1Cl	-38*	-27*	-7.8*	-9.2*	11	-9.4*	-13*	-22*

Hits appear at their usual frequency. Share with any hit: about 15%.
